# Pol kappa inh: qHTS for Inhibitors of Polymerase Kappa. DNA polymerase kappa (Homo sapiens), Q9UBT6. purified Pol kappa, fluorescent DNA synthesis assay, 10 min. Potency, µM (titrated, usually from 107 µM), inactives show at the top dose activity, negative = inhibition, hits mostly inhibitors. 400,000 tested, 0.53% active; note: potency is the fitted concentration of half-maximal effect; % is set by controls: 0 for no effect and ±100 for the full control effect
#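 Enzyme at 10 nM met test compounds for 15 min at room temperature. Substrate addition (50 nM final) began the reaction, which was monitored by fluorescence at 0 and 10 min.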
# ERG-DNA inh: qHTS for Small Molecule Inhibitors of the ERG Ets/DNA interaction | fluorescence polarization, His-ERG Ets domain / labelled DNA | Transcriptional regulator ERG (Homo sapiens), P11308 | Potency, µM (doses to about 76.9 µM), for inactives: at the highest dose FP activity, negative = inhibition, usual class: inhibitors | 370,000 tested, 0.028% active; active = well fitted inhibition curve with a large enough effect in the polarisation, with a control signal flat; inconclusive = small, poorly fitted or top-dose-only effect, or effect the other way, or a change in a side signal; inactive = no such curve, though single readings can be large or run the other way; the % refers to the polarisation;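 note: polarization taken with two DNA probes labelled with fluorescein and Texas red; potency is the fitted concentration of half-maximal effect; % of control where 0% means no effect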
#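 His-tagged ERG Ets domain (1 uM in the protein solution; 300mM KCl, 50mM Tris-HCl, 1mM EDTA, 1mM DTT, pH 7.5) received compound, then a probe mix of 5 nM fluorescein-DNA and 100nM Texas-615-DNA. Fluorescence polarization was read for both dyes.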
# APEX1 inh: qHTS Assay for Inhibitors of the Human Apurinic/apyrimidinic Endonuclease 1 (APE1); recombinant APE1, TAMRA/BHQ-2 abasic DNA cleavage fluorescence; AID 2517, 2012; DNA repair nuclease/redox regulator APEX1 (Homo sapiens), P27695; Potency, µM (doses to about 65.8 µM), inactives show at the highest dose activity change, negative = inhibition, usual class: inhibitors; 350,000 tested, 0.35% active;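 note: potency is the fitted concentration of half-maximal effect; plate controls were vehicle for no effect and reference inhibitor for full effect; nearly all actives have a fitted effect of over 55% in size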
#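 Compound pre-exposure to 0.75 nM APE1, 15 min at ambient temperature. Reaction initiated with 50 nM TAMRA/BHQ-2 THF substrate, read immediately in kinetic mode, 525 nm excitation, 598 nm emission.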
# TRHR ag: qHTS for Small Molecule Agonists and Allosteric Enhancers of Human TRH Receptor: Primary Screen for Agonists. activation, % at 2 µM. TRHR cells, calcium flux fluo-8, FDSS agonist mode. 360,000 tested, 0.18% active. Thyrotropin-releasing hormone receptor (Homo sapiens), P34981; in the data active = activation above about 30%; note: 0% is about no effect
#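 TRHR-expressing cells, plated overnight in medium with 10% serum, were loaded with fluo-8 calcium dye at room temperature. After a 10 s baseline, library compound was pin-added and calcium release was recorded kinetically (ex 480/em 530) as agonist response.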
# Pol iota inh: qHTS for Inhibitors of Polymerase Iota; Pol iota fluorescent replication assay, 10 min; Potency, µM (series often up to 115 µM), without a hit: at the top dose activity, negative = inhibition, usual class: inhibitors; 390,000 tested, 1% active; note: potency is the fitted concentration of half-maximal effect
#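 Pol iota at 10 nM preincubated 15 min with compounds at room temperature; reaction started with fluorescent substrate, 50 nM final. Fluorescence read kinetically at 0 and 10 min; buffer-only wells as negative control.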
# Anesthetic bind: qHTS Assay for Identification of Novel General Anesthetics; Ferritin light chain (Equus caballus), P02791; apoferritin/1-aminoanthracene competitive binding, fluorescence; Potency, µM (series often up to 77.5 µM), for inactives: at the highest dose activity change, negative = displacement, usual class: inhibitors; 350,000 tested, 0.074% active; AID 485281, 2010; note: potency is the fitted concentration of half-maximal effect; % is set by controls: 0 for no effect and ±100 for the full control effect; nearly all actives have a fitted effect of over 20% in size
#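 In PBS, apoferritin at 10 uM is loaded with 1-AMA from a 50% saturated solution. After 10 min of compound exposure at ambient temperature, reduced 535 nm fluorescence indicates probe displacement.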
# 12-LOX inh: Primary qHTS assay for inhibitors of human arachidonate 12S-lipoxygenase (ALOX12): Round 2; purified 12hLO, xylenol orange hydroperoxide absorbance; Potency, µM (highest dose often 108 µM), without a hit: top-dose activity change, negative = inhibition, usual class: inhibitors; 580,000 tested, 1.1% active; note: potency is the fitted concentration of half-maximal effect; % is set by controls: 0 for no effect and ±100 for the full control effect
#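 Hydroperoxide product was detected by ferrous iron/xylenol orange as the 573 to 405 nm absorbance ratio. Arachidonic acid at 40 uM (final) was turned over for 30 min at room temperature by 150 nM human 12hLO, pH 7.0 Hepes buffer, after 15 min compound preincubation.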
# POLB inh: qHTS Assay for Inhibitors of DNA Polymerase Beta | P06746 | Potency, µM (highest dose often 114 µM), for inactives: at the highest dose activity change, negative = inhibition, actives largely listed as inhibitors | 340,000 tested, 1.3% active | Pol beta primer extension/strand displacement, fluorescence kinetic; note: potency is the fitted concentration of half-maximal effect; % is set by controls: 0 for no effect and ±100 for the full control effect
#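 Values derive from four-parameter Hill fits of normalized kinetic data: reads at 0 and 10 min following addition of 50 nM substrate to 10 nM Pol beta preincubated 15 min with compound.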
# BLM helicase inh: qHTS Assay for Inhibitors of Bloom's syndrome helicase (BLM); RecQ-like DNA helicase BLM (Homo sapiens), P54132; recombinant BLM DNA unwinding, fluorescence dequenching; Potency, µM (highest dose often 56.1 µM), for the others: at the highest dose activity change, negative = inhibition, usual class: inhibitors; 350,000 tested, 0.2% active; AID 2528, 2010;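 note: potency is the fitted concentration of half-maximal effect; plate controls were vehicle for no effect and no enzyme for full effect; nearly all actives have a fitted effect of over 35% in size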
# Target sequence (P54132 whole entry, looked up): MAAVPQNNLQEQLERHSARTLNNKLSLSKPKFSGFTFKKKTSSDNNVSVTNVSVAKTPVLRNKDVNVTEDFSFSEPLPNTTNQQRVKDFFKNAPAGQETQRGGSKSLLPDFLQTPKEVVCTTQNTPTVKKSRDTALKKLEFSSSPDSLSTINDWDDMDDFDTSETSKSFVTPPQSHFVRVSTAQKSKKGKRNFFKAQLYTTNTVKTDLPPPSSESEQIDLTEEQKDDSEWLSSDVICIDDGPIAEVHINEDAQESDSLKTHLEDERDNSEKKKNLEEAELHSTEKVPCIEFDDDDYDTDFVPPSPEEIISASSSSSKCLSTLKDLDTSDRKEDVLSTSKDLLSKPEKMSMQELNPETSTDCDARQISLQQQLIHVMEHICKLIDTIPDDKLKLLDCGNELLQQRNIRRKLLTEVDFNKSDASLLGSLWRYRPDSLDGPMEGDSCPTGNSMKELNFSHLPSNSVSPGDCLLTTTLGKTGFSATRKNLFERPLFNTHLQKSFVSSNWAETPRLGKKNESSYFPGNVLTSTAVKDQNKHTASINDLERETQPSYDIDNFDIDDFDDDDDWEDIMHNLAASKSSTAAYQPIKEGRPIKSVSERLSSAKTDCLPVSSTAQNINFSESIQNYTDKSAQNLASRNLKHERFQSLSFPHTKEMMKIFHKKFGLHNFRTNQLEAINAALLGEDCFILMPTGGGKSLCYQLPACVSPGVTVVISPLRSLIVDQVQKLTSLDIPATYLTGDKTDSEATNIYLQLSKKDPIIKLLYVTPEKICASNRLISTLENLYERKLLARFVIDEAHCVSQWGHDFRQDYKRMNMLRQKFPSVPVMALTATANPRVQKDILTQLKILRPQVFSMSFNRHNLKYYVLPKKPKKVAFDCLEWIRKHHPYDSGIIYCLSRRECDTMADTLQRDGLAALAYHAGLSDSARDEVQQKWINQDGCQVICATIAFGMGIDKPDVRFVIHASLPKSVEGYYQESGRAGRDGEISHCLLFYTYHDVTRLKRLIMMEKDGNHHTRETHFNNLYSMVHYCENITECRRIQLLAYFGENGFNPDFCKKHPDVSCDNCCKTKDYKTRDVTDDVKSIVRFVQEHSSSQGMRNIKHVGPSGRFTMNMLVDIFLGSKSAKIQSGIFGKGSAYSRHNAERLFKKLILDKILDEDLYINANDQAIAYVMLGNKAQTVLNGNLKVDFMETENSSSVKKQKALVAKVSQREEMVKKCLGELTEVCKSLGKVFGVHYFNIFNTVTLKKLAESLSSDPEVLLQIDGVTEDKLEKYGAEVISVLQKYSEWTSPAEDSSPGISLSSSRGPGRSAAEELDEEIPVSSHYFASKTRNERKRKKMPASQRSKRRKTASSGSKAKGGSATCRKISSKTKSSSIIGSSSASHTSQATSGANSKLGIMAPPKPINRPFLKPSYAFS
# Active calls of the source: *; ? = inconclusive; / = no result given; & = joins results of further samples; [ ] = another dose, or the depositor's remark. Unless noted, calls come from the whole dose curve; as a rule, active = well fitted curve in the direction sought with a large enough effect; inconclusive = small, poorly fitted or top-dose-only effect, or another doubt; inactive = no such curve, though single readings can be large; an effect the other way counts as inactive or inconclusive. A portion of the library; the hit share may differ from the screen's.
SMILES,Pol kappa inh,ERG-DNA inh,APEX1 inh,TRHR ag,Pol iota inh,Anesthetic bind,12-LOX inh,POLB inh,BLM helicase inh
O=C(NCc1ccccc1CN1CCCC1)c1cc2ccccc2o1,-21.5%,11.5%,2.3%,-0.3,-13.2%,/,0.0%,/,/
CCOC(=O)c1c(C)[nH]c(C(=O)COC(=O)c2ccc(N3CCCC3=O)cc2)c1C,-8.3%,-4.6%,-3.4%,-0.7,-1.8%,-12.0%,9.2%,8.4%,-3.8%
O=C(O)CCCn1cc(NC(=O)COc2ccccc2F)cn1,8.0%,-3.2%&-4.7%,-8.0%,-1.5&0.5,-17.3%&20.7%,34.0%&-1.7%[activator],1.2%&2.1%,49.6%&-0.5%,3.0%&-6.1%
CCc1ccc(NC(=O)Cn2cnc3sc(C)c(S(=O)(=O)N4CCN(c5ccccc5OC)CC4)c3c2=O)cc1,5.1%,-0.1%,/,0.2,25.5%,?,-28.0%,0.4%,-1.2%
Cc1ccc(-c2c[n+](CC(=O)N3c4ccccc4Sc4ccccc43)c3n2CCC3)cc1,-23.6%,0.9%,-0.7%,-0.1,3.6%,-7.9%,?,-20.1%,-1.0%
Cc1cc(=O)n2nc(N3CCCC(C(=O)NCc4ccc(F)cc4)C3)sc2n1 (stereo not drawn),-20.8%,8.3%,51.9%[activator],0.2,-10.9%,-1.5%,3.6%,2.7%,0.8%
CC(=O)N1N=C(c2ccc(C)o2)CC1c1ccc(Br)cc1 (stereo not drawn),-12.6%,-11.7%,10.0%,-0.6,-7.0%[58.9 µM],-12.2%,-29.4%,26.4%,-1.0%
COc1cccc(N(C(=O)C2CSC(=O)C2)C(C(=O)NC(C)(C)C)c2ccncc2)c1 (stereo not drawn),-19.3%,0.7%,-0.9%,0.1,-1.8%,-2.7%,5.3%,17.4%,-4.0%
O=C(Nc1cccc(F)c1)c1cc(S(=O)(=O)NCCC2=CCCCC2)ccc1F,-6.2%,-11.2%,5.3%,-0.8,12.5%,?,-2.7%,7.0%,-9.7%
N#Cc1ccc(NC(=O)N2CCC(c3nc4c(nnn4Cc4cccc(Cl)c4)c(=O)[nH]3)CC2)cc1,-2.5%,-0.2%,10.5%,-0.2,20.2%,-2.9%,17.0%,10.7%,-6.7%
COc1ccc(C)cc1NC(=O)CN(C)S(=O)(=O)c1cccs1,-3.6%,-2.9%,3.3%,-0.4,-5.4%,?,-2.2%,26.1%,-1.2%
COc1cc2ccc(=O)oc2c(O)c1OCC=C(C)C,-7.2%,/,-5.8%&9.7%,-0.7,?,146.5%[activator],?,-7.5%,-4.9%&4.2%
CNCC[C@@H](Oc1ccccc1C)c1ccccc1,4.5%,-14.7%,?,/,-6.1%,/,?,/,7.7%
COc1cc(C(=O)Nc2ccc3c(c2)Cc2cc(NC(=O)c4cc(OC)c(OC)c(OC)c4)ccc2-3)cc(OC)c1OC,-10.9%,10.6%,1.6%,-0.6,141.2%[activator],0.5%,-1.3%,-1.1%[57.1 µM],2.2%
O=C(NCc1cccnc1)c1ccc(NS(=O)(=O)c2ccc(F)cc2)cc1,-12.9%,-2.3%,29.4%,-0.4,-4.6%,-7.3%,4.3%,17.6%,-0.3%
CCN(CC)S(=O)(=O)c1cc(NC(=O)c2ccc(Br)s2)ccc1C,-6.9%,7.2%,-9.0%,2.4,6.5%,-18.5%,-4.5%,-2.4%,1.1%
CCOc1ccc(N(CC(=O)NCCSc2ccccn2)S(=O)(=O)c2ccc(Cl)cc2)cc1,-1.1%,15.7%,49.2%,0.8,10.8%,-3.4%,11.5%,0.6%,-5.9%
CC(C)C(=O)NC(=S)Nc1ccc(S(=O)(=O)NC(C)(C)C)cc1,-9.9%,-5.9%,7.2%,5.0,18.5%,-21.2%,-8.5%,1.0%,1.1%
CCCC12CN3CC(C)(CN(C1)C3c1ccccc1Cl)C2=O (stereo not drawn),-13.3%,0.0%,/,-0.7,-15.2%,6.0%,-24.6%,3.6%,-0.5%
O=C1C(Nc2ccccc2)=CC(c2ccc(Br)cc2)N1c1ccccc1 (stereo not drawn),-7.3%,1.0%,/,0.2,2.2%,-5.1%,?,-28.4%,1.1%
CC(C)CC(=O)NC(=S)NCc1ccccc1,-3.4%,2.2%,-14.0%,0.4,27.4%,-10.5%,-12.8%,2.9%,2.4%
C[n+]1ccn(CC(=O)c2ccc(Cl)cc2)c1,-2.3%,0.2%,3.3%,-0.2,18.9%,-1.3%,-3.9%,31.0%,4.1%
CC1CCN(C(=O)Cn2nnc(-c3ccc(C(C)C)cc3)n2)CC1,0.3%,-12.5%,5.1%,3.4,12.2%,-12.7%,4.3%,24.5%,-4.2%
CC(O)CN1CCN(C(=O)CN2C(=O)NC(c3ccccc3)(c3ccccc3)C2=O)CC1 (stereo not drawn),?,1.0%,-6.7%,0.9,13.7%,-5.0%,-10.4%,-12.6%,-3.6%
COc1cc(Cl)ccc1OCc1cc(C(=O)NCCCN2CCCC2=O)no1,-13.1%,-2.3%,0.4%,0.1,24.2%,-16.0%,-1.5%,67.3%,-3.1%
COc1cc(OC)cc(-c2n[nH]c(=S)n2-c2ccc3c(c2)OCCO3)c1,-17.1%,5.9%,0.1%,-0.8,19.0%,-5.5%,-20.1%,-0.9%,0.8%
Cc1cc(Br)ccc1NC(=O)C1CCN(S(=O)(=O)c2cnc[nH]2)CC1,5.4%,-9.3%,25.5%,0.1,24.4%,-5.1%,-1.8%,31.3%,0.9%
COCCN(C(=O)C(F)(F)F)C(C(=O)NC1CCCCC1)c1ccco1 (stereo not drawn),-2.3%,-2.5%,0.4%,0.0,9.9%,-1.1%,0.0%,4.2%,1.5%
CCC(=O)OCC(=O)C1(OC(=O)CC)C(C)CC2C3C(Cl)CC4=CC(=O)C=C[C@@]4(C)C3C(O)C[C@@]21C (stereo partly drawn),?,/,-0.1%,/,/,-0.3%,/,/,2.5%
Cc1ccc2c(c1)NC(=O)C(CC(=O)Nc1ccc(CN3CCC(C)CC3)cc1)O2 (stereo not drawn),-1.4%,13.6%,-6.2%,0.3,-23.8%,-15.4%,/,23.1%,1.3%
Cc1ccc(COc2coc(CO)cc2=O)cc1,-5.9%,5.5%,-0.8%,-1.0,11.2%,-15.0%,?,19.1%,-0.1%
CCOC(=O)Nc1ccc2c(c1)N(C(=O)CCCl)c1ccccc1[S@]2=O,14.0%,2.2%,16.4%,-0.2,-14.6%,-15.6%,?,0.0%,-10.1%
CCn1c(C(=O)NC2CCC(C)CC2)cc2sccc21 (stereo not drawn),6.0%,1.8%,27.2%,-0.2,13.8%,-7.8%,7.3%,0.6%,0.5%
O=C(Nc1cc2c(ccc3ccccc32)oc1=O)C1CCCCC1,2.0%,-3.3%,4.3%,-0.2,41.8%[activator],10.2%,18.4%,-15.7%,-1.9%
COc1ccc(C(=O)NC2(C(F)(F)F)N=C3SCCN3C2=O)cc1 (stereo not drawn),-21.0%,-6.8%,-8.9%,0.3,4.4%,-7.4%,-18.6%,0.8%,0.5%
Cc1ccc(S(=O)(=O)N(C)c2ccc(OC(=O)CN3C(=O)NC4(CCCC4)C3=O)cc2)cc1C,-2.8%,-3.2%,-4.8%,2.6,0.5%,/,-0.9%,/,/
CC1CCN(C(=O)CSc2nc3[nH]ncc3c(=O)[nH]2)CC1,3.9%,-3.1%,3.7%,0.8,-12.4%,-2.7%,-9.5%,57.5%,2.4%
COc1ccc(NC(=O)CSc2nnc(-c3ccc(OC)cc3)s2)cc1,-6.1%[60.1 µM],1.6%,/,-0.5,6.6%,3.7%,-8.4%,12.9%,-1.9%
Cc1ccsc1/C=N\NC(=O)CC(=O)NCc1ccccc1,-12.8%,6.4%,-2.9%,-0.6,58.0%[activator],?,-0.6%,-0.8%,-4.6%
CC(C)(C)c1ccc(C(=O)O)c(C(=O)c2ccccc2)c1,-2.5%,12.1%,3.0%,-0.6,34.0%[activator],-7.1%,-0.4%,-9.3%,-0.2%
Cn1c(SCC(=O)N2CCCc3ccccc32)nnc1-c1ccccc1,-1.7%[60.1 µM],/,0.7%,-2.3,42.6%[activator],-10.6%,7.4%,5.2%,0.5%
CC1CC(C)CN(C(=O)CCC(=O)Nc2nnc(C(C)C)s2)C1 (stereo not drawn),-10.6%,4.1%,22.9%,0.2,25.3%,-17.3%,1.4%,24.8%,1.4%
CCCCCCCC(=O)OCCOC(=O)CCCCCCC,-5.2%[60.1 µM],/,-2.2%,/,/,-0.5%,/,/,3.9%

# Exported with values under each structure: three of the compounds above
# Values run as follows: Pol kappa inh, ERG-DNA inh, APEX1 inh, TRHR ag, Pol iota inh, Anesthetic bind, 12-LOX inh, POLB inh, BLM helicase inh
- CC(C)(C)c1ccc(C(=O)O)c(C(=O)c2ccccc2)c1
 : -2.5%, 12.1%, 3.0%, -0.6, 34.0%[activator], -7.1%, -0.4%, -9.3%, -0.2%
- CC1CCN(C(=O)CSc2nc3[nH]ncc3c(=O)[nH]2)CC1
 : 3.9%, -3.1%, 3.7%, 0.8, -12.4%, -2.7%, -9.5%, 57.5%, 2.4%
- CCCCCCCC(=O)OCCOC(=O)CCCCCCC
 : -5.2%[60.1 µM], /, -2.2%, /, /, -0.5%, /, /, 3.9%

# Source: PubChem (National Center for Advancing Translational Sciences (NCATS))
